Assay outcomes deposited in PubChem by several laboratories.
NR2E3 ag-1: agonists of human nuclear receptor NR2E3; AID 2300; inhibition of corepressor binding, % at 4.78 µM; GST-NR2E3/biotin-RetCOR TR-FRET, 1536-well; Q9Y5X4; actives 0.12% (n = 320,000);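 active = percent inhibition above the cutoff of mean plus 3 SD of all tested compounds, set per screening campaign, cut at about 20% in these data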;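 note: 0% = DMSO wells and 100% = biotin wells as full block of FRET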
Target sequence (Q9Y5X4 whole entry, looked up): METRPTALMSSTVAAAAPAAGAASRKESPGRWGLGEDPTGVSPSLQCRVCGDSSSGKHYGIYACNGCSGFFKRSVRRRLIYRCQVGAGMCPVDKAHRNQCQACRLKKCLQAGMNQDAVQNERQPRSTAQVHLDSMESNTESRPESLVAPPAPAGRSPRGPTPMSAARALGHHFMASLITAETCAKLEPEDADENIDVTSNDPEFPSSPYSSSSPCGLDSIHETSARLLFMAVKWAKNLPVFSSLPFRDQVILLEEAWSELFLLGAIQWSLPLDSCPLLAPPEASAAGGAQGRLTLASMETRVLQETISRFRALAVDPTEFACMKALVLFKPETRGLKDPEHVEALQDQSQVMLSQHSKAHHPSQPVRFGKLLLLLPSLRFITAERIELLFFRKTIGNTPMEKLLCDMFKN
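Format: 1536-well format; test system: GST-NR2E3 and biotin-RetCOR proteins; read-out basis: percent inhibition of TR-FRET ratio; timing: 5 h incubation at 4 °C; detection: time-resolved FRET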
MITF TRPM1 inh: reduces MITF-dependent TRPM1 promoter luciferase signal. SK-MEL-5 TRPM1 promoter luciferase, 24 h. AID 488899. actives 0.83% (n = 330,000). inhibition, % at 12.5 µM;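 active = mean inhibition across replicates of 60% or more, whatever share of single replicates reaches that level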; note: values of inactives mirror those of a sister screen read the other way
Peg3 promoter: reduces Peg3 promoter-driven luciferase expression in HeLa | HeLa PEG-Prom luciferase reporter, luminescence, overnight | inhibition, % at 20 µM | actives 1.7% (n = 360,000) | AID 588405;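 active = inhibition of at least 50% at 20 µM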
Shn3 inh set2: inhibitors of Schnurri-3 3'UTR reporter in osteoblasts. actives 0.52% (n = 360,000). inhibition, % at 12.5 µM. Clone20 osteoblast Shn3 3'UTR firefly luciferase, 24 h;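 active = mean inhibition of at least 75% with every replicate also reaching 75%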;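 note: 0% = median of neutral control wells and 100% = pilot-screen positive control compound; some compounds past the cut are filed as inactive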
Vif inh: blocks HIV Vif function. HEK293T cells, Vif self-association by quenched fluorescence, imaging, 24 h. inhibition, % at 7.49 µM. actives 0.35% (n = 340,000); in the data active = inhibition above about 50%, passing the limit was not always enough; note: some results filed as inactive read as strong as hits
CaV13 FRET inh: Disruptors of the CACNA1D IQ motif to Ca2+-dependent inactivation inhibitor domain association, primary screening, Förster resonance energy transfer in intact living …; actives 0.098% (n = 340,000); HEK cells, CFP/YFP FRET ICDI-IQ, plate reader, 10 min; percent FRET-ratio fall versus neutral wells; inhibition, % at 12.3 µM;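 active = mean replicate inhibition of at least 30% and at least 1% of replicates passing that level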;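 note: 0% = median of the neutral control wells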
NR2E3 ag-2: agonists of human NR2E3 nuclear receptor | AID 602229 | CHO-S Gal4-NCOR/VP16-NR2E3 two-hybrid, luciferase | inhibition of corepressor binding, % at 3.98 µM | actives 0.35% (n = 360,000) | Q9Y5X4;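 active = inhibition above the mean of all tested compounds plus 3 SD, cut at about 70% in these data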;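 note: 0% = DMSO with NR2E3 transfected cells and 100% = cells lacking NR2E3 construct; higher means lower luciferase signal from less NR2E3 corepressor binding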
KKLEB cytotox: counter-screen for CF NF-kB inhibitors: cytotoxicity; actives 0.36% (n = 360,000); activity change (cytotoxicity), % at 5 µM; KKLEB CF airway cells viability, ATPlite luminescence, overnight; active compounds read low; cells stimulated with P. aeruginosa culture filtrate;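 active = corrected activity change at or below -50% at 5 µM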
HIF-2a inh: inhibitors of HIF-2a | inhibition, % at 18.8 µM | actives 0.72% (n = 360,000) | 786-0 RCC cells HIF-2a reporter, luciferase luminescence, overnight;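 active = inhibition of the luminescence signal of 40% or more relative to plate controls, in a single-dose primary screen at 18.75 µM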
PDI turbidity: PDI (human) enzyme inhibition; P07237; PDI insulin aggregation turbidity, A650, 90 min; inhibition, % at 10 µM; AID 588391; actives 0.052% (n = 350,000);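 active = mean inhibition across replicates of 30% or more, whatever share of single replicates reach that level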;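 note: absorbance from insulin aggregation driven by PDI reduction with DTT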
CF NFkB block: cystic fibrosis NF-kB activation inhibition; KKLEB NF-kB-GFP reporter, PAF-induced, GFP fluorescence overnight; inhibition, % at 5 µM; actives 0.86% (n = 360,000); AID 588850;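 active = at least 50% inhibition at 5 µM, scaled per plate between neutral and stimulator controls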;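 note: PAF is a Pseudomonas aeruginosa culture filtrate used as stimulus; plate controls were PAF-stimulated DMSO wells for no effect and unstimulated DMSO wells for full effect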
* = called active by the depositor; . = not tested or not shown.

canonical_smiles	PDI turbidity	NR2E3 ag-1	NR2E3 ag-2	MITF TRPM1 inh	Peg3 promoter	CF NFkB block	CaV13 FRET inh	Vif inh	HIF-2a inh	KKLEB cytotox	Shn3 inh set2
COc1ccc(C(C)=NOC(=O)c2c(-c3ccccc3Cl)noc2C)cc1CN1CCOCC1	2	.	-24	.	17	7	-7	-4	16	-13	16
O=C(NCc1cccc(Cl)c1)c1ccc2c(c1)OCCO2	-6	5	-35	-4	-59	8	-20	-2	-54	-16	-50
Cc1[nH]c2ccc(C(=O)OC(C)C(=O)N(C)c3ccccc3)cc2c1C (stereo not drawn)	8	-4	14	6	18	-15	.	-13	-4	15	22
COc1ccc(/C=C/C(=O)N2CC(C)OC(C)C2)cc1OC (stereo not drawn)	8	7	7	2	-2	0	4	2	11	-13	-7
CN(C)CCOC(=O)CCCCCCCCC(=O)OCCN(C)C	14	3	4	0	10	-6	-4	-7	15	-2	-15
O=C(CN1C(=O)C2C3C=CC(C3)C2C1=O)OCC(=O)c1ccc(Br)cc1 (stereo not drawn)	-1	3	1	3	9	9	-2	-4	4	10	-4
CN(CC(=O)Nc1ccc(Cl)c(C(F)(F)F)c1)C(=O)c1cccc2cccnc12	14	-1	22	-2	22	2	-4	-10	28	-6	12
Cc1cc(C)n(-c2ccc(NC(=O)C3CCCCN3C(=O)c3ccoc3)cc2)n1 (stereo not drawn)	-3	.	-44	-9	4	-6	.	-5	-4	-3	-1
C=CCn1c(SCc2c(C)noc2C)nc2cc(C(=O)O)ccc2c1=O	0	-2	-45	9	16	5	-6	5	12	-23	9
C[n+]1cccc(O)c1SCc1ccccc1	4	1	-13	-8	-6	19	-11	-8	6	-20	6

Molecules shown so far that contain an aryl methoxy group:
canonical_smiles	PDI turbidity	NR2E3 ag-1	NR2E3 ag-2	MITF TRPM1 inh	Peg3 promoter	CF NFkB block	CaV13 FRET inh	Vif inh	HIF-2a inh	KKLEB cytotox	Shn3 inh set2
COc1ccc(C(C)=NOC(=O)c2c(-c3ccccc3Cl)noc2C)cc1CN1CCOCC1	2	.	-24	.	17	7	-7	-4	16	-13	16
COc1ccc(/C=C/C(=O)N2CC(C)OC(C)C2)cc1OC (stereo not drawn)	8	7	7	2	-2	0	4	2	11	-13	-7

Other records
canonical_smiles	PDI turbidity	NR2E3 ag-1	NR2E3 ag-2	MITF TRPM1 inh	Peg3 promoter	CF NFkB block	CaV13 FRET inh	Vif inh	HIF-2a inh	KKLEB cytotox	Shn3 inh set2
CCOC(=O)c1c(C)[nH]c(C)c1S(=O)(=O)NCc1cc(C)ccc1C	-4	2	-14	3	12	10	-2	1	-7	4	11
O=C(c1cnn2c(C(F)(F)F)cc(-c3cccs3)nc12)N1CCOCC1	1	4	2	10	14	-7	-7	0	6	8	9
COc1ccc(NC(=S)NN2CCN(C)CC2)cc1	5	-1	14	0	8	5	-6	30	-1	-4	11
O=C(NCc1ccco1)/C(=C\c1ccc(F)cc1)NC(=O)c1ccco1	-16	-2	-8	1	-5	-4	-2	-4	-1	-1	-3
COc1ccc(S(=O)(=O)NC(C)C(=O)N2CCCCCC2)cc1 (stereo not drawn)	-6	-3	-43	-2	4	7	-19	.	25	6	8
CN(C)c1ccc(-c2cc3ccccc3c(=O)o2)cc1	4	.	-161	-15	-140	-21	-9	4	-183	-29	-13
COc1ccccc1N(C)S(=O)(=O)c1ccc(C(=O)Nc2cccc(Br)c2)cc1	-4	.	14	7	35	2	-6	-7	19	-3	18
O=C(Nc1ccccc1[N+](=O)[O-])c1cc2ccccc2nc1Cl	-3	2	3	-4	-56	-1	-2	-3	-135	-3	-53
CC(=O)Nc1cc(C(=O)N2CCCC2)ccc1S(=O)(=O)c1ccc(Cl)cc1	7	4	-30	13	1	14	-6	-6	14	-8	2
Cc1cc(C(=O)O)cc(S(=O)(=O)N2CCOCC2)c1C	0	0	-22	1	4	-3	-4	2	10	-2	-60
CCCCN1CN(S(=O)(=O)c2ccc(OC)cc2)c2nc3ccccc3nc21	-14	3	5	-12	-10	12	-2	-11	-25	1	2
NNC(=O)CN(CCc1ccccc1)S(=O)(=O)c1ccc(Cl)cc1	8	1	10	4	-6	-24	-4	-7	18	10	-3
O=C(c1cccc(COc2cccc3ccccc23)c1)N1CCCC1	-7	4	-154	-27	-209	-9	.	-3	-177	5	-21
Oc1cccc(/C=N/Nc2cc(N3CCCC3)nc(N3CCCC3)n2)c1	-2	4	-38	-24	-9	-4	-8	-1	-12	-2	-19
Cc1ccccc1/C=N/NC(=O)c1ccc(-n2cnnn2)cc1	-6	-3	1	-13	2	-3	-1	9	1	3	-26
CC(C)(C)c1ccc(C(=O)CCCSC2=C(C#N)C(c3ccco3)C3=C(CCCC3=O)N2)cc1 (stereo not drawn)	-3	1	-11	-1	4	17	-5	-9	26	-23	21
O=C(CSc1nnc(-c2ccncc2)o1)Oc1ccccc1	-2	1	-32	11	18	-3	-5	-4	16	2	20
CCc1cc(=O)oc2c(C)c(OCC(=O)N3CC[C@@]4(O)CCCC[C@H]4C3)ccc12	.	2	-6	1	1	6	.	19	-4	-1	6
O=S(=O)(Nc1ccc(OC(F)(F)F)cc1)c1cccc2nonc12	2	3	6	6	13	-4	-4	-9	21	-4	-11
Cc1cc(NC(=O)Cc2csc(-c3ccccc3)n2)ccc1Br	2	3	-17	2	-12	-29	-3	-4	0	6	1
CCOc1ccc(Oc2ccc(NC(=O)CSc3nncn3C)cc2)cc1	-4	.	19	-8	-20	0	-6	-6	-28	-12	-11
COc1ccc(C(=O)NCCCN2CCCC2=O)cc1	-4	0	-18	-2	-19	-7	.	31	-9	-4	7
CC(C)(C)N1CC2(c3ccccc3)CN(C(C)(C)C)CC(c3ccccc3)(C1)C2=O	3	0	-15	-4	9	-22	.	-2	11	6	-13
COc1ccccc1N1CCN(C(=O)c2cc3n(n2)C(C(F)(F)F)CC(c2ccco2)N3)CC1 (stereo not drawn)	-2	-4	-14	6	18	-11	.	-4	17	7	11
O=C(NCCSc1c[nH]c2ccccc12)C1CC1	.	-2	-1	11	-3	-1	-6	-7	10	0	-12
CC(=O)Nc1nc(SCc2ccc(Cl)cc2Cl)n[nH]1	8	1	-21	-3	-48	2	-9	-4	-39	-1	-7
C[C@@H]1[C@H]2CCCC[C@H]2CN(C(=O)OC(C)(C)C)[C@@H]1CC(=O)c1ccccc1	-3	.	-28	-10	13	8	-6	12	5	6	14
CCCC(=O)NC(c1ccc(N(C)C)cc1)c1c(O)ccc2ccccc12 (stereo not drawn)	1	3	-9	4	22	-8	-5	-7	20	-4	-3
CC(=O)OCc1nc2sc3c(c2c(=O)[nH]1)CCCC3	-6	0	3	-5	-29	-2	-4	-5	-2	4	6
CCOc1ccc2c(c1)c(C(C)=O)c(C)n2-c1ccccc1	-11	0	1	-1	9	24	-2	.	26	-1	-10
CC1(c2ccccc2)NC(=O)N(CC(=O)N(c2ccccc2)C2CCS(=O)(=O)C2)C1=O (stereo not drawn)	5	.	-7	1	-12	-14	-5	24	4	-14	-13

Five compounds picked at random from those above:
canonical_smiles	PDI turbidity	NR2E3 ag-1	NR2E3 ag-2	MITF TRPM1 inh	Peg3 promoter	CF NFkB block	CaV13 FRET inh	Vif inh	HIF-2a inh	KKLEB cytotox	Shn3 inh set2
Cc1cc(C)n(-c2ccc(NC(=O)C3CCCCN3C(=O)c3ccoc3)cc2)n1 (stereo not drawn)	-3	.	-44	-9	4	-6	.	-5	-4	-3	-1
COc1ccc(C(=O)NCCCN2CCCC2=O)cc1	-4	0	-18	-2	-19	-7	.	31	-9	-4	7
O=C(NCCSc1c[nH]c2ccccc12)C1CC1	.	-2	-1	11	-3	-1	-6	-7	10	0	-12
Cc1cc(NC(=O)Cc2csc(-c3ccccc3)n2)ccc1Br	2	3	-17	2	-12	-29	-3	-4	0	6	1
CC(=O)Nc1nc(SCc2ccc(Cl)cc2Cl)n[nH]1	8	1	-21	-3	-48	2	-9	-4	-39	-1	-7
